Screening data from PubChem BioAssay.
Efflux pump mplx: inhibitors of Candida efflux pumps in yeast, primary screen, S. cerevisiae, Nile Red, multiplex | S. cerevisiae Candida pump triplex | inhibition, % at 10 µM | actives 0.44% (n = 330,000) | AID 485275, 2010;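 active = plate passing quality check with inhibition over a set limit, or well fluorescence over plate mean plus 4 SD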;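 note: Nile Red retained in pooled yeast measured as flow cytometry median fluorescence; 0% = buffer negative control and 100% = Enniatin B positive control; higher means more Nile Red kept so more efflux inhibition; some compounds called inactive have numbers as strong as hits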
Yeast superoxide: reduction of superoxide in aged yeast, primary screen, HTS | S. cerevisiae aged cells, superoxide DHE fluorescence; stronger effect = lower value | superoxide response (% of plate mean), % at 10 µM | actives 0.18% (n = 330,000);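 active = superoxide response under a set limit, about three screen SD below normal, cut at about 65% in these data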;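 note: yeast aged for seven days with compound at 30 °C before DHE staining; 100% = average MFI of all compound-treated wells on the plate with controls excluded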
RPL19A TOR yeast: RPL19A-GFP expression modulators in yeast, primary screen, cell-based, S. cerevisiae, multiplex flow cytometry, MLPCN; S. cerevisiae RPL19A-GFP strain, 3 h; stronger effect = lower value; percent response vs DMSO, % at 10 µM; actives 0.3% (n = 330,000); AID 2025, 2009;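 active = percent response vs DMSO below 50%; inconclusive = fewer than 70 events counted for the yeast strain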;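 note: median channel GFP fluorescence of the barcoded RPL19A-GFP strain; ratio of sample median GFP to plate DMSO average so 100% = DMSO; lower means less RPL19A-GFP as with rapamycin TOR inhibition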
AHR activator: AHR activators, primary screen, cell-based, luminescence, luciferase reporter, human | Aryl hydrocarbon receptor (Homo sapiens), P35869 | actives 2.5% (n = 320,000) | activation, % at 5 µM | AHR-responsive luciferase reporter cells; in the data active = activation above about 47%;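 note: 0% = vehicle wells and 100% = reference agonist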
Target sequence (P35869 whole entry, looked up): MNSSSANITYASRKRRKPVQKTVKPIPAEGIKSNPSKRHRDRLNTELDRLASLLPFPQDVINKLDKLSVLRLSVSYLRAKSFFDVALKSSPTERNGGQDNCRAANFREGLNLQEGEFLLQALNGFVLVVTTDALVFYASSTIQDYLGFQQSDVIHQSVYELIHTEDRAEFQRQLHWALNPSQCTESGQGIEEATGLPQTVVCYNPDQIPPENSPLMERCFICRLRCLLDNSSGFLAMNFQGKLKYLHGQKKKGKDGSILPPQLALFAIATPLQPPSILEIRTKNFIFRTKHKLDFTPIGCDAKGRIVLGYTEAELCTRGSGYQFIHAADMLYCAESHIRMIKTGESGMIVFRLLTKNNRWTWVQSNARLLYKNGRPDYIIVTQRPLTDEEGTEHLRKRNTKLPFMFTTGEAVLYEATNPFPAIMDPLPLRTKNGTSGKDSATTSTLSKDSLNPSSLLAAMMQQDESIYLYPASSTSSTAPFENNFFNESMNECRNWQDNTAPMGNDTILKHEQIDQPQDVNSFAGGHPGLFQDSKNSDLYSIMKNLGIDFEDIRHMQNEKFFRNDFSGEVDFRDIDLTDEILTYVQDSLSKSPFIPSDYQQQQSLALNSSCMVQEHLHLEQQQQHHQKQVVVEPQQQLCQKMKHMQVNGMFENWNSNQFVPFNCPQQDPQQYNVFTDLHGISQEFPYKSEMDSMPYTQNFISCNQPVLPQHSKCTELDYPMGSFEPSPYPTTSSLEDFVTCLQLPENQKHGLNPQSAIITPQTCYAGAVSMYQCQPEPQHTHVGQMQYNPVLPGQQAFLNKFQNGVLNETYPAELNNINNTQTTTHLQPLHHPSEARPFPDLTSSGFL
CIT2 TOR yeast: modulators of CIT2-GFP expression in yeast, primary screen, S. cerevisiae, GFP fusion, multiplex flow cytometry, MLPCN library; S. cerevisiae CIT2-GFP strain, 3 h; 100 means same as DMSO wells; GFP response vs DMSO, % at 10 µM; actives 0.065% (n = 320,000); AID 2029, 2009;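 active = GFP response relative to DMSO above a set limit, near the screen mean plus 3 SD, cut at about 150% in these data; inconclusive = Fewer than 70 cells measured for a yeast strain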;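 note: ratio of well median GFP fluorescence to mean of DMSO wells on the plate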
LAP4 TOR yeast: modulators of LAP4-GFP expression in yeast, primary screen, S. cerevisiae, multiplex flow cytometry, MLPCN library; 3 h; median GFP as percent of DMSO wells; GFP response vs DMSO, % at 10 µM; actives 0.34% (n = 320,000);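 active = GFP response vs DMSO above a set limit, about the screen mean plus 3 SD, cut at about 150% in these data; inconclusive = under 70 cell events counted for the yeast strain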
MEP2-GFP yeast: modulators of MEP2-GFP levels in yeast, primary screen, S. cerevisiae, multiplex flow cytometry, MLPCN library; S. cerevisiae MEP2-GFP strain, 3 h; 100% = DMSO control level; actives 0.51% (n = 330,000); AID 2016, 2009; GFP response vs DMSO, % at 10 µM;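 active = GFP response versus DMSO above a set limit, roughly screen mean plus 3 SD, cut at about 180% in these data; inconclusive = fewer than 70 cells counted for a yeast strain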;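 note: median GFP fluorescence of the barcode-gated MEP2-GFP cells per well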
AGP1 TOR yeast: modulators of AGP1-GFP expression in yeast TOR pathway, primary screen, cell-based, multiplex flow cytometry, S. cerevisiae, MLPCN library; 3 h; GFP as percent of DMSO wells; GFP response vs DMSO, % at 10 µM; actives 0.02% (n = 320,000); AID 2066, 2009;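 active = GFP response relative to DMSO above a set limit, near screen average plus 3 SD, cut at about 150% in these data; inconclusive = fewer than 70 cells counted for the yeast strain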;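 note: median GFP channel fluorescence of the gated AGP1 strain per well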
An asterisk follows results filed as active; ? = inconclusive; . = no result given; [ ] = another dose, or the depositor's remark.

1) COc1ccc(OC)c(S(=O)(=O)N2CCC(C(=O)NC3CCCC3)CC2)c1
2) CC1=C(/C=C/C(C)=C/C=C/C(C)=C\C(=O)O)C(C)(C)CCC1
3) Cc1cccc(C)c1OC1(c2ccccc2)OC(=O)c2ccccc21 (stereo not drawn)
4) Cc1ccc(-c2nn(CCC(N)=O)c(=O)c3ccccc23)cc1
5) Cc1cccc(NC(=S)NCC(c2cccnc2)N(C)C)c1 (stereo not drawn)
6) Cc1ccc2[nH]c(=O)c3cc(C(=O)N(C)C4CCCCC4)sc3c2c1
7) COC(=O)c1ccc(CNC(=O)c2ccc(S(=O)(=O)N(C)c3ccccc3OC)cc2)cc1
8) Cc1ccc(NC(=O)c2ccc3c(c2)nnn3C)cc1
9) CCOc1ccc(C(=O)c2cc([N+](=O)[O-])ccc2N2CCOCC2)cc1
10) CCCCn1c(N)c(N(CCC(C)C)C(=O)C2CCCO2)c(=O)[nH]c1=O (stereo not drawn)

assay / entry	1	2	3	4	5	6	7	8	9	10
Efflux pump mplx	0.1	0.0	0.2	0.4	-0.1	0.2	-0.1	0.0	-0.3	0.0
Yeast superoxide	98	87	125	118	94	127	87	99	97	100
RPL19A TOR yeast	?	100	97	110	103	96	96	101	102	101
AHR activator	2	-7	4	0	2	-6	-1	-5	0	1
CIT2 TOR yeast	?	75	96	100	97	99	96	103	85	106
LAP4 TOR yeast	96[may fluoresce red and violet]	110	101	98	106	87	102	93	96	104
MEP2-GFP yeast	219*[may fluoresce red and violet]	95	99	107	94	99	98	100	99	101
AGP1 TOR yeast	?	83	92	96	103	98	98	98	100	105

11) c1ccc(NCc2nc3ccccc3n2CCOc2ccccc2)cc1
12) COc1ccc(Cc2nc3ccc(C(=O)NC(C)C)cc3o2)cc1
13) O=C(CCCCCCN1C(=O)c2ccccc2C1=O)Nc1nccs1
14) Cn1c(CCNC(=O)c2ccccc2Cl)n[nH]c1=S
15) COc1ccc(OC)c(NC(=O)NCc2cccnc2)c1
16) CC1CCN(S(=O)(=O)c2ccc3c(c2)c(=O)c(C(=O)NC2CCCC2)cn3C)CC1
17) COc1cccc(-c2noc(CCC(=O)Nc3cccnc3)n2)c1
18) CCC1S/C(=N/N=C/c2ccco2)N(c2ccc(F)cc2)C1=O (stereo not drawn)
19) O=C(c1ccccc1)N1CCN(C(=O)c2cc3nc(-c4ccccc4)cc(C(F)(F)F)n3n2)CC1
20) O=C1C2C3C=CC(CC3)C2C(=O)N1c1ccccc1F (stereo not drawn)

assay / entry	11	12	13	14	15	16	17	18	19	20
Efflux pump mplx	0.1	0.0	0.1	-0.1	-4.0	0.1	0.0	-0.1	0.1	0.5
Yeast superoxide	105	96	110	112	99	100	113	100	125	95
RPL19A TOR yeast	102	103	105	94	98	102	100	105	97	101
AHR activator	23	17	7	0	58*	2	19	1	6	-1
CIT2 TOR yeast	91	104	92	98	98	98	102	107	95	100
LAP4 TOR yeast	96	107	106	94	86	101	96	95	102	95
MEP2-GFP yeast	100	105	98	100	90	101	98	105	99	103
AGP1 TOR yeast	97	100	100	98	93	105	101	101	95	93

21) COCCCN(C(=O)c1cc(-c2ccco2)nc2ccccc12)c1c(N)n(Cc2ccccc2)c(=O)[nH]c1=O
22) CCOC(=O)c1cc(-c2ccc(F)cc2)n(CC(=O)NC(C)CC)c1C (stereo not drawn)
23) CCCc1cc2c(=O)c(-c3ccc4c(c3)OCCO4)coc2cc1OS(C)(=O)=O
24) C/C(Cn1nnc([N+](=O)[O-])n1)=N\NC(=O)c1cccc(Cl)c1
25) Cc1ccc(CN2CCN(/N=C/c3ccc(O)c(O)c3)CC2)cc1
26) CC1CN(c2nc3ccccc3nc2SCC(=O)Nc2cccc(C(F)(F)F)c2)CC(C)O1 (stereo not drawn)
27) Cc1ccc(-c2nc(S(=O)(=O)c3ccccc3)c(SCC(=O)NCC3CCCO3)o2)cc1 (stereo not drawn)
28) Cc1cc(C(=O)OCC(=O)NCc2ccc(Cl)cc2)c(C)o1
29) CCc1ccc(OCC2NCCc3cc(OC)c(OC)cc32)cc1 (stereo not drawn)
30) CN(Cc1ccccc1)C(=O)c1ccc(NC(=O)Cc2cccc([N+](=O)[O-])c2)cc1

assay / entry	21	22	23	24	25	26	27	28	29	30
Efflux pump mplx	0.4	0.0	0.1	0.0	-0.1	-0.1	-0.1	0.0	0.2	0.0
Yeast superoxide	100	99	96	88	94	100	102	90	95	109
RPL19A TOR yeast	90	104	99	96	98	96	100	100	101	96
AHR activator	0	-2	9	0	3	-1	7	-1	2	-3
CIT2 TOR yeast	93	102	91	97	100	94	104	98	106	89
LAP4 TOR yeast	93	99	88	92	101	104	98	104	99	93
MEP2-GFP yeast	96	120	101	100	101	102	101	110	112	98
AGP1 TOR yeast	97	102	90	101	101	100	103	98	102	87

31) CCCn1c2ccccc2c2nnc(SCC(=O)Nc3ncccn3)nc21
32) N#Cc1ccc2ccn(CC(=O)NC3CCCCC3)c2c1
33) COC(=O)Nc1nnc(-c2ccc(OC)cc2)s1
34) CCc1cccc2c1NC1(CCCC1)CC2C (stereo not drawn)
35) CCn1c(/C=C2\C(=O)Nc3ccccc32)nc2ccccc2c1=O
36) COCCN(C(=O)c1snc(C(N)=O)c1N)C(C(=O)NC1CCCCC1)c1cc(OC)c(OC)c(OC)c1 (stereo not drawn)
37) COc1ccc(-c2cc(C(F)(F)F)nc(SCCC(=O)N3CCOCC3)n2)cc1
38) COc1ccc2cc(CCNC(=O)c3c(-c4ccccc4Cl)noc3C)c(=O)[nH]c2c1
39) O=C(NCC1CCCO1)c1cc(NS(=O)(=O)c2cccs2)cc(NS(=O)(=O)c2cccs2)c1 (stereo not drawn)
40) COc1ccc(C(=O)n2nc(-c3ccco3)nc2SC)cc1OC

assay / entry	31	32	33	34	35	36	37	38	39	40
Efflux pump mplx	0.2	0.0	0.0	0.2	0.0	-0.3	0.0	0.4	0.3	-0.1
Yeast superoxide	92	101	104	112	121	98	104	114	92	82
RPL19A TOR yeast	95	100	92	98	101	111	100	101	96	99
AHR activator	12	1	11	-1	28	-1	-1	4	-1	1
CIT2 TOR yeast	79	104	96	87	106	107	102	96	91	103
LAP4 TOR yeast	86	92	112	97	92	92	108	96	99	103
MEP2-GFP yeast	94	101	99	100	100	118	103	107	100	104
AGP1 TOR yeast	88	99	98	95	101	103	102	105	98	98

41) COc1cccc(C(O)Cc2nc3ccccc3n2C)c1OC (stereo not drawn)
42) CSc1ccccc1OCc1cc(C(=O)N2CCN(c3ccccc3)CC2C)no1 (stereo not drawn)
43) Cc1ccc(S(=O)(=O)N2CCC(=O)N(C(COCc3ccc(Cl)c(Cl)c3)Cc3ccccc3)CC2)cc1 (stereo not drawn)
44) COc1ccc(NS(=O)(=O)c2cc(NC(=O)C3CC3)ccc2N2CCOCC2)cc1
45) CCOc1ccc(S(=O)(=O)N/N=C(\C)Cc2ccc(OC)cc2)cc1
46) O=S(=O)(NCCc1nnc2ccc(SCc3cccnc3)nn12)c1ccccc1
47) COCCCNC(=S)N1CCN(S(C)(=O)=O)CC1
48) CS(=O)(=O)N(CC(=O)NCCC1=CCCCC1)c1ccc2c(c1)OCO2
49) CC(=O)NCCc1nc2cc(NC(=O)c3ccc(Cl)cc3)ccc2n1C
50) COc1ccc2c(c1)c(CC(=O)Nc1cc(C)ccc1C)c(C)n2C(=O)c1ccc(Cl)cc1

assay / entry	41	42	43	44	45	46	47	48	49	50
Efflux pump mplx	0.0	-0.4	-0.1	-0.1	0.1	0.1	-0.4	-0.1	0.2	0.2
Yeast superoxide	109	106	92	101	71	93	101	96	94	104
RPL19A TOR yeast	94	97	99	96	108	96	109	95	106	108
AHR activator	6	10	3	2	2	5	-1	-1	2	0
CIT2 TOR yeast	99	92	92	97	103	89	110	.	98	101
LAP4 TOR yeast	99	112	94	94	98	101	109	95	94	91
MEP2-GFP yeast	94	96	101	100	106	87	112	95	101	98
AGP1 TOR yeast	95	93	103	102	107	92	105	93	94	104

An excerpt of these results, with bars between the fields.
entry | structure | Efflux pump mplx | Yeast superoxide | RPL19A TOR yeast | AHR activator | CIT2 TOR yeast | LAP4 TOR yeast | MEP2-GFP yeast | AGP1 TOR yeast
44 | COc1ccc(NS(=O)(=O)c2cc(NC(=O)C3CC3)ccc2N2CCOCC2)cc1 | -0.1 | 101 | 96 | 2 | 97 | 94 | 100 | 102
45 | CCOc1ccc(S(=O)(=O)N/N=C(\C)Cc2ccc(OC)cc2)cc1 | 0.1 | 71 | 108 | 2 | 103 | 98 | 106 | 107
46 | O=S(=O)(NCCc1nnc2ccc(SCc3cccnc3)nn12)c1ccccc1 | 0.1 | 93 | 96 | 5 | 89 | 101 | 87 | 92
47 | COCCCNC(=S)N1CCN(S(C)(=O)=O)CC1 | -0.4 | 101 | 109 | -1 | 110 | 109 | 112 | 105

The listing continues:
51) CC(=O)c1cccc(NC(=S)N2CCCC2)c1
52) CCOC(=O)N1CCc2c(sc3nc4n(c(=O)c23)N=C(C)CS4)C1
53) Cc1ccccc1CNC(=O)CN1C(=O)c2ccccc2S1(=O)=O
54) CN(C)C(CNc1ccc(S(C)(=O)=O)cc1[N+](=O)[O-])Cc1ccccc1 (stereo not drawn)
55) Cc1cccc(NS(=O)(=O)c2ccc3c(c2)NC(=O)CO3)c1C
56) CCOc1cc(NC(=O)CC(C)C)c(OCC)cc1NC(=O)CCn1nnc2ccccc21
57) O=C(Nc1cccc(Cl)c1)Nc1ccc2c(c1)C(=O)OC2
58) CC1=C(C(=O)Nc2cccnc2)C(c2ccccn2)n2nnnc2N1 (stereo not drawn)
59) CC(C)c1ccccc1NC(=S)NC(=O)C1CCCCC1
60) O=C(COC(=O)c1cccnc1Cl)c1ccc(F)cc1

assay / entry	51	52	53	54	55	56	57	58	59	60
Efflux pump mplx	-0.1	0.0	0.0	-0.1	-0.1	0.0	0.1	0.1	0.3	0.2
Yeast superoxide	91	102	109	92	90	109	95	79	99	99
RPL19A TOR yeast	86	109	100	110	95	98	101	97	94	106
AHR activator	0	3	3	-1	1	2	-3	2	2	0
CIT2 TOR yeast	105	117	103	106	102	105	95	84	87	96
LAP4 TOR yeast	100	118	92	105	109	96	100	101	102	104
MEP2-GFP yeast	82	117	91	109	127	96	99	95	98	101
AGP1 TOR yeast	103	110	101	105	94	104	99	90	97	102

61) CCCc1n(CC)c2ccccc2[n+]1CC(O)COC1CCCCC1 (stereo not drawn)
62) CCOC(=O)C1CCN(C(=O)c2ccc3c(c2)S(=O)(=O)c2ccccc2C3=O)CC1
63) CC(Cl)c1cc(-c2ncc(C(F)(F)F)cc2Cl)no1 (stereo not drawn)
64) COC(=O)c1c(C)[nH]c(C(=O)CSc2nnnn2-c2ccccc2)c1C
65) CCCn1c(=O)c(-c2nc3ccccc3[nH]2)c(O)c2ccccc21
66) Cc1ccc(-c2nnc(CCC(=O)N(C)Cc3nccs3)o2)s1

assay / entry	61	62	63	64	65	66
Efflux pump mplx	0.0	0.3	0.0	0.0	-0.2	0.0
Yeast superoxide	101	106	105	100	95	107
RPL19A TOR yeast	105	104	103	98	92	99
AHR activator	0	0	-6	7	16	5
CIT2 TOR yeast	96	100	102	98	81	103
LAP4 TOR yeast	100	110	101	102	110	100
MEP2-GFP yeast	104	112	104	103	89	98
AGP1 TOR yeast	107	95	104	99	92	105
